Bioassay records (PubChem)
HUVEC tox TNFa = toxic to HUVEC cells under TNF alpha stimulation; HUVEC TNFalpha-stimulated, Hoechst cell count, imaging; cell count reduction, % at 2 µM; hit rate 0.17% among 93,000; AID 848;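 active means cell count reduction exceeding the screen mean by over 5 SD, scaled to untreated wells per plate, cut at about 78% in these data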;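 further: cells counted after 24 h of TNF alpha exposure following the 1 h pretreatment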
IL1B cytotox = HUVEC cytotoxicity counter-screen, IL-1B stimulated. HUVEC cell count loss, Hoechst imaging. cell count reduction, % at 2 µM. hit rate 0.41% among 94,000. AID 845;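 active means cell count reduction more than 3 SD above the screen-wide mean, cut at about 70% in these data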;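 further: normalized per plate to untreated control cells as the no-loss baseline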
Lung fibro prol = blocks proliferation of human lung fibroblasts. LL 47 human lung fibroblast viability, ATP luminescence; hits give low values. viability, % at 10 µM. hit rate 1.1% among 85,000;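 active means viability at or below 50% in the single dose screen; inactive means viability above 50%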;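 further: compound exposure lasted 72 h before the ATP readout; 100% = median luminescence of untreated cell-only wells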
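Test system: LL 47 human lung fibroblasts / Incubation: 72 h compound exposure at 37 °C after overnight plating / Technique: luminescent ATP detection, CellTiter-Glo / Compound dosing: 0.1% DMSO in all compound wells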
H69AR inhibit = growth inhibitors of human H69AR lung tumor cells | viability, % at 10 µM | hit rate 6% among 85,000 | AID 598 | H69AR lung tumor viability, ATP luminescence, 72 h; hits give low values;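 active means viability at or below 40%; inactive means viability above 40%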;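 further: multidrug resistant small cell line overexpressing MRP-1 efflux transporter; 100% = mean luminescence of untreated control wells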
PTK2B oligo ant = antagonists of human Pyk2 oligomerization; z-score (the deposit names both 25 µM and 10 µM); Q293 cells, Pyk2 FERM NanoBiT luminescence; hits give low values; hit rate 0.83% among 99,000; Q14289; AID 1347419;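 active means Z-score of -3 or lower, scaled per plate to the spread of control and sample wells; inactive means z-score above -3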;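 further: negative z-score means lost luminescence so less FERM oligomerization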
Target sequence (Q14289 whole entry, looked up): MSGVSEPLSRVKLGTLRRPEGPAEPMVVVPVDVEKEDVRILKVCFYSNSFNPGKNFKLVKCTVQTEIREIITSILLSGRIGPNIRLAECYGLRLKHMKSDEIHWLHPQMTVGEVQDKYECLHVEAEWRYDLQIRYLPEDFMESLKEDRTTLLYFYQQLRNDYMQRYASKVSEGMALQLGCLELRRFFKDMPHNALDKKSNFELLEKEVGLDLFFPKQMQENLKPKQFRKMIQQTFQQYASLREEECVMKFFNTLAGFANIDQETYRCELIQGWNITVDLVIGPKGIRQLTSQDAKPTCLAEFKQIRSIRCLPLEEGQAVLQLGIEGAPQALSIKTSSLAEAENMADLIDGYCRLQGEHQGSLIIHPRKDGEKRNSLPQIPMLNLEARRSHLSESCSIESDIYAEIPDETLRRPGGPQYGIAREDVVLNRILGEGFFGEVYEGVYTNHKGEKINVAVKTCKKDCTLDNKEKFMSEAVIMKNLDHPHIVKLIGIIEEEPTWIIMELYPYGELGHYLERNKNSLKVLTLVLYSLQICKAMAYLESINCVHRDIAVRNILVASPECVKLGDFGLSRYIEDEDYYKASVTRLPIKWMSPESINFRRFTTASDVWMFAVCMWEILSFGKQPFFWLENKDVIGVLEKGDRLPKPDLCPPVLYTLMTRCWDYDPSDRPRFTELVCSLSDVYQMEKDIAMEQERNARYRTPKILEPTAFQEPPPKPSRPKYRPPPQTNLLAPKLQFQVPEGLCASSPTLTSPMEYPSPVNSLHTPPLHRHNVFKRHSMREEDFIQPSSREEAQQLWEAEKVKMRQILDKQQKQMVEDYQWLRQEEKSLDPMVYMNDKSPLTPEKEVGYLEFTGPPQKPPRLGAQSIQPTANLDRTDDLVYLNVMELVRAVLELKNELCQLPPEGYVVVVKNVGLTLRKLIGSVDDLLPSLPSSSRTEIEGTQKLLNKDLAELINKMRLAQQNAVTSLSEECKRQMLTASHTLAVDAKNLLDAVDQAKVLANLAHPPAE
VCAM1 TNFa inh = reduces TNF alpha induced VCAM1 expression in HUVEC | HUVEC TNFa-induced VCAM-1 immunofluorescence, high-content imaging | inhibition, % at 2 µM | hit rate 0.48% among 95,000 | AID 802;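 active means inhibition above the batch mean plus 3 SD, with images confirmed as a hit by eye, cut at about 37% in these data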;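 further: 0% = TNF-stimulated DMSO wells and 100% = unstimulated control wells; not every result past the cut was called active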
Smad3 FoxH1 inh = inhibitors of human Smad3 transcription factor binding; P84022; TR-FRET Smad3/Dy647-FoxH1 peptide binding, europium anti-His; hit rate 0.29% among 88,000; inhibition, % at 25 µM; AID 630;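 active means compounds that reduce the energy-transfer binding signal between the protein and its labelled peptide by more than half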;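 further: 0% = Smad3 plus labelled peptide maximal FRET and 100% = peptide-only background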
cytoskel mod = cytoskeleton assembly modification. HUVEC TNFa F-actin phalloidin imaging, high content. hit rate 0.18% among 91,000. inhibition, % at 2 µM;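 active means inhibition above the batch mean plus 3 SD and confirmed as a hit by visual image inspection, cut at about 30% in these data, passing the limit was not always enough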; further: strong numbers were not always called active
HUVEC prolif 384 = blocks proliferation of human endothelial cells; HUVEC proliferation, CellTiter-Glo luminescence, 72 h; hits give low values; viability, % at 10 µM (by protocol); hit rate 1.1% among 86,000;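 active means viability at or below 30%; inactive means viability above 30%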;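 further: 100% = median luminescence of DMSO-only cell control wells on each plate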
* marks the source's active call; other numbers are inactive results; . = no result given; [ ] = another dose, or the depositor's remark. Not all compounds are listed; rates above refer to the full screens.

SMILES | HUVEC tox TNFa | IL1B cytotox | Lung fibro prol | H69AR inhibit | PTK2B oligo ant | VCAM1 TNFa inh | Smad3 FoxH1 inh | cytoskel mod | HUVEC prolif 384
CC1C(c2ccccc2)N(C)CCC12NC(=O)NC2=O (stereo not drawn) | -20 | -15 | 98 | 96 | 0.88 | 11 | 5 | -8 | 84
CCOC(=O)C(CSCC(=O)c1ccc(Br)cc1)NC(=O)OC(C)(C)C (stereo not drawn) | -3 | -11 | 99 | 88 | . | -18 | 8 | 2 | 110
COCCN(CC(=O)NCC1CCCO1)C(=O)CCC(=O)Nc1cc(C)ccn1 (stereo not drawn) | 0 | 6 | 98 | 89 | 1.3 | 12 | 3 | 12 | 87
Cc1cc(C(F)F)n2nc(C(=O)Nc3cccc(C(F)(F)F)c3)nc2n1 | -14 | -10 | 95 | 91 | -0.54 | 0 | 0 | -14 | 87
CCOc1cccc(Oc2ccc(C(F)(F)F)cn2)c1 | -16 | -132 | 94 | 102 | 0.53 | 16 | 5 | 5 | 87
CC(=O)NS(=O)(=O)c1ccccc1 | -19 | -2 | 91 | 102 | 1.1 | -4 | -4 | 17 | 106
CCOC(=O)N1CCN(CC(=O)Nc2ccc(Oc3ccccc3)cc2)CC1 | 0 | 1 | 92 | 60 | 0.02 | 39 | -4 | -5 | 107
C=CCN(CC(=O)Nc1c(C)cccc1CC)C(=O)SCCC | 0 | -4 | . | . | -0.74 | 20 | . | -5 | .
CNc1cc(C(F)(F)F)nc(-c2ccccn2)n1 | -23 | 10 | . | . | -0.4 | -2 | . | 10 | .
CCOc1ccccc1OCc1nn2c(-c3ccc(C)cc3)nnc2s1 | 1 | 8 | 96 | 94 | -0.14 | 4 | -10 | 0 | 103
COC(=O)c1c(C(=O)NCc2ccccc2)ncn1CC(O)COc1ccccc1 (stereo not drawn) | -18 | 3 | 92 | 100 | 0.02 | -13 | 3 | 0 | 88
Cc1ccc(N/C=C(/C#N)c2ccsc2)cc1 | -11 | -33 | 88 | 75 | 0.21 | 4 | -6 | 4 | 97
COc1ccc(/C=C2\N=C(c3c(-c4ccccc4)noc3C)OC2=O)cc1OC | 3 | -3 | . | . | -0.14 | -20 | . | 4 | .
CCOc1ccc2[nH]c(=O)c(C(c3nnnn3C3CCCCC3)N3CCN(C)CC3)cc2c1 (stereo not drawn) | . | . | 102 | 96 | 0.15 | . | 3 | . | 102
CN1CCN(Cc2c(O)ccc3c(-c4ccccc4)cc(=O)oc23)CC1 | -13 | 10 | 91 | 79 | -0.18 | -1 | 4 | 40 | 92
CC(=O)c1ccc(Nc2ncnc3c2oc2ccccc23)cc1 | -22 | -38 | 108 | 106 | 0.07 | 0 | 46[fluorescence artefact?] | 0 | 108
CN(C(=S)NC(=O)C1(C)CC1(Cl)Cl)c1ccccc1 (stereo not drawn) | -11 | 9 | . | . | -0.15 | -29 | . | 4 | .
O=C(CCS(=O)(=O)Cc1ccccc1)N1CCc2ccccc2C1 | -10 | -14 | 92 | 79 | 0.56 | 7 | -24 | -9 | 90
CC(=O)Nc1cc(S(=O)(=O)C(F)(F)F)ccc1Cl | -5 | -7 | 98 | 92 | 1.1 | 12 | 11 | 3 | 86
CCOC(=O)N1CCC(NC(=O)c2ccc3c(c2)N(Cc2ccccc2)CCS3)CC1 | 2 | 0 | 88 | 45 | . | 11 | -2 | -7 | 84
Cc1noc(C)c1S(=O)(=O)NCc1ccc2c(c1)OCO2 | -7 | -14 | 102 | 83 | . | 5 | -1 | 4 | 99
C=CCn1c(SCC(=O)Nc2ccccc2OC)nnc1-c1ccco1 | -1 | -22 | 91 | 87 | . | 0 | -3 | -20 | 84
CC1CCN(c2nc3c(c(=O)[nH]c(=O)n3C)n2CCSc2nc3ccccc3o2)CC1 | -18 | 31 | 109 | 70 | . | 1 | 13[fluorescence artefact?] | 2 | 85
CCc1c(C)c2ccc(O)c(CN(C)C)c2oc1=O | -1 | -34 | 101 | 88 | 0.18 | 20 | -12 | -12 | 102
CN(C)S(=O)(=O)c1ccc(C(=O)Nc2ccccc2F)cc1 | -16 | 13 | 111 | 101 | 0.26 | 4 | 8 | 2 | 105
CCOC(=O)N1CCN(C(=O)CSc2nc(-c3cccc(C)c3)ns2)CC1 | -17 | 6 | 105 | 60 | 0.4 | 6 | 3 | -52 | 116
COc1ccc(CN(C(=O)c2cc3ccccc3oc2=O)C2CCCCC2)cc1OC | -15 | 57 | 92 | 76 | -1.1 | 7 | -2 | -4 | 109
COCCNC(=O)CN(C(=O)CCC(=O)Nc1cc(C)on1)c1ccccc1C | -51 | -31 | 108 | 97 | 0.24 | -4 | 9 | 8 | 109
COc1ccc(OC)c(NC(=O)C(Sc2ccccc2)c2ccccc2)c1 (stereo not drawn) | -10 | -43 | . | . | -0.58 | 5 | . | -38 | .
CCN(CC)S(=O)(=O)c1ccc(C(=O)NCc2nnc(SCC(=O)OC)n2C)cc1 | -27 | 25 | 102 | 101 | -0.34 | 9 | 0 | 32 | 91
O=C(NCC(=O)N(Cc1cccs1)C(C(=O)NC1CCCC1)c1ccco1)c1cccs1 (stereo not drawn) | -44 | 0 | 97 | 89 | -0.23 | 12 | -9 | 9 | 98
Cc1ccc2[nH]c(=O)c(CN(Cc3ccco3)S(=O)(=O)c3c(C)ccc4nsnc34)cc2c1 | -26 | -17 | 95 | 94 | 1 | 4 | 7 | -7 | 82
C=CCn1c(C)cc(C(=O)CSc2nnc3c(Cl)cc(Cl)cn23)c1C | -30 | 11 | 101 | 68 | 0.53 | 4 | -6 | 28 | 98
C=CCn1c(SCC(=O)Nc2cc(OC)c(NC(=O)c3ccco3)cc2OC)nnc1-c1ccncc1 | -28 | -46 | 93 | 56 | -0.61 | 9 | 3 | 15 | 92
COc1cc(/C=C(/NC(=O)c2ccccc2Cl)C(=O)O)cc(OC)c1OC | -54 | -28 | . | . | -0.48 | -10 | . | -1 | .
CCOc1ccc(NC2=NC(C)(C)N=C(N)N2)cc1 | . | . | 98 | 103 | 0.62 | . | 9 | . | 101
CC1=CCC(C(=O)N/N=C/c2cccs2)C(c2ccc(F)cc2)C1 (stereo not drawn) | -62 | -19 | 92 | 42 | -0.62 | 17 | -13 | 19 | 86
COc1ccc(C(CNC(=O)c2cccnc2SC)N2CCOCC2)cc1 (stereo not drawn) | -4 | -4 | 98 | 98 | 0.89 | 0 | -1 | 5 | 89
CCC(=O)c1cc2c(cc1NC(=O)C(C)C)OCCO2 | -18 | -17 | 98 | 97 | -0.39 | 4 | 8 | 43 | 93
CC(=O)c1cccc(NC(=O)Cc2cccs2)c1 | . | . | 94 | 99 | -0.1 | . | 9 | . | 95
CCn1c(C(O)c2ccc3c(c2)OCO3)nc2ccccc21 (stereo not drawn) | -4 | 15 | 92 | 90 | -0.19 | 1 | 2 | -2 | 106
CC(=O)Nc1ccc(S(=O)(=O)NC(=O)C23CC4CC(CC(C4)C2)C3)cc1 | -24 | 7 | 99 | 114 | 0.57 | -2 | 0 | 1 | 106
COc1ccc(CC(=O)NNC(=O)c2ccc(SCc3cc(F)ccc3F)c([N+](=O)[O-])c2)cc1 | -18 | -23 | 117 | 96 | 0.47 | -14 | 0 | -20 | 51
O=C(NCc1ccncc1)C1COc2ccccc2O1 (stereo not drawn) | -6 | -26 | 95 | 108 | 0.56 | 12 | 10 | -14 | 95
COc1ccc(OC)c(S(=O)(=O)N2CCN(c3ccccn3)CC2)c1 | 0 | -4 | 100 | 98 | -1.4 | 1 | 4 | -7 | 85
C=CCn1c(COc2ccccc2)nnc1SC(C)C(=O)N/N=C/c1cc(Cl)ccc1O (stereo not drawn) | -10 | -15 | . | . | 0.5 | 28 | . | -6 | .
CC(C(=O)c1ccccc1)n1c(N2CCOCC2)nc2c1c(=O)n(C)c(=O)n2C (stereo not drawn) | . | . | 101 | 85 | 0.27 | . | -1 | . | 102
CC1=C(C(N)=O)C(c2ccc3c(c2)OCO3)n2nc(-c3cccc(C)c3)nc2N1 (stereo not drawn) | . | -9 | 81 | 94 | -0.36 | . | 1 | . | 80
CCOC(=O)CSc1nnc([C@H](Cc2ccccc2)NC(=O)OC(C)(C)C)o1 | -4 | 14 | 106 | 98 | -0.42 | -9 | -22 | -6 | 101
Cc1csc(NC(=O)c2cc3c(s2)-c2ccccc2OC3)n1 | 0 | 12 | 95 | 48 | . | -4 | 5 | -11 | 82

Molecules from the list above containing a furan ring, fused or not (5):
SMILES | HUVEC tox TNFa | IL1B cytotox | Lung fibro prol | H69AR inhibit | PTK2B oligo ant | VCAM1 TNFa inh | Smad3 FoxH1 inh | cytoskel mod | HUVEC prolif 384
CC(=O)c1ccc(Nc2ncnc3c2oc2ccccc23)cc1 | -22 | -38 | 108 | 106 | 0.07 | 0 | 46[fluorescence artefact?] | 0 | 108
C=CCn1c(SCC(=O)Nc2ccccc2OC)nnc1-c1ccco1 | -1 | -22 | 91 | 87 | . | 0 | -3 | -20 | 84
O=C(NCC(=O)N(Cc1cccs1)C(C(=O)NC1CCCC1)c1ccco1)c1cccs1 (stereo not drawn) | -44 | 0 | 97 | 89 | -0.23 | 12 | -9 | 9 | 98
Cc1ccc2[nH]c(=O)c(CN(Cc3ccco3)S(=O)(=O)c3c(C)ccc4nsnc34)cc2c1 | -26 | -17 | 95 | 94 | 1 | 4 | 7 | -7 | 82
C=CCn1c(SCC(=O)Nc2cc(OC)c(NC(=O)c3ccco3)cc2OC)nnc1-c1ccncc1 | -28 | -46 | 93 | 56 | -0.61 | 9 | 3 | 15 | 92

Going on with the list:
SMILES | HUVEC tox TNFa | IL1B cytotox | Lung fibro prol | H69AR inhibit | PTK2B oligo ant | VCAM1 TNFa inh | Smad3 FoxH1 inh | cytoskel mod | HUVEC prolif 384
COc1cc(OC)cc(C(C)=O)c1 | -9 | -13 | 98 | 95 | 0.28 | -2 | 6 | -5 | 96
CCCN(Cc1cc2cccc(C)c2[nH]c1=O)S(C)(=O)=O | -5 | 7 | 97 | 86 | 0.4 | -14 | -2 | . | 96
O=C(Nc1nnc(C(F)(F)F)s1)c1ccc(N2C(=O)C3C4C=CC(C4)C3C2=O)cc1 (stereo not drawn) | -20 | -4 | 102 | 101 | -0.04 | -4 | -5 | . | 89
COc1ccc(OC)c(S(=O)(=O)N2CCC(C(=O)Nc3cccc(C)c3)CC2)c1 | -6 | -3 | 94 | 90 | -0.65 | 0 | 2 | -3 | 89
COc1cc(Cl)cc(NC(=O)CCN2CCN(C)CC2)c1 | -55 | 6 | 110 | 99 | 0.25 | -10 | 5 | -15 | 93
Cc1c2cnn(-c3ccccc3)c(=O)c2c(C)n1CCCC(=O)N1CCN(C)CC1 | -14 | 4 | 99 | 79 | . | -3 | 3 | -7 | 92
CC(C)(C)NC(=O)NC(=O)COC(=O)c1cc(=O)[nH]c2ccccc12 | 1 | 21 | 94 | 91 | -3.8* | 8 | 4 | -3 | 91
CN1CCN(S(=O)(=O)c2ccc3c4c(cccc24)C(=O)N3)CC1 | 1 | 39 | 96 | 89 | . | 1 | 4 | 2 | 105
c1ccc2c(c1)NC(CN1CCOCC1)CO2 (stereo not drawn) | 65 | 39 | 98 | 95 | -1.2 | 67 | -7 | -37 | 91
CCc1ccc(CNC(=O)CCc2nc(-c3cccs3)no2)cc1 | -32 | 6 | 90 | 98 | . | 6 | 3 | 5 | 91
CCC1Oc2ccc(C)cc2N(CC(=O)NCCc2ccc(OC)c(OC)c2)C1=O (stereo not drawn) | -22 | -7 | 97 | 91 | . | 15 | -4 | -1 | 86
COCC(=O)N1CCCN(c2nc3c(C)cccc3cc2C#N)CC1 | -5 | -21 | 110 | 88 | 0.39 | -2 | -4 | 10 | 107
CCN(CC)CCn1c(=S)[nH]c2cc3c(cc2c1=O)OCO3 | -22 | -20 | 101 | 79 | 1.7 | 7 | -2 | -7 | 92
